Scp-1 inhibitor: Scp-1 (human) phosphatase inhibition; Q9GZU7; Recombinant Scp1, phosphopeptide, malachite green phosphate absorbance; inhibition, % at 20 µM; 0.88% of 340,000 active;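 active = inhibition above about 50% at 20 µM, limit read from the data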;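 also: plate controls were DMSO wells with enzyme for no effect and wells lacking enzyme for full effect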
Target sequence (Q9GZU7 76-261 limits assumed): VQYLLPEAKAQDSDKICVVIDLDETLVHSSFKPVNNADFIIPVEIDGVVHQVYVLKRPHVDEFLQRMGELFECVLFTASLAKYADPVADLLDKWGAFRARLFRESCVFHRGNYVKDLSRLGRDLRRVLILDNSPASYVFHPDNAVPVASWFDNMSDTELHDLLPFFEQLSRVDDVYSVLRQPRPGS
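Incubation: 45 min enzyme reaction at room temperature / System: truncated SCP-1 phosphatase (76-261aa) / Reagent: Phospho 17-mer peptide substrate / Buffer or medium: Acidic Tris acetate buffer with magnesium and detergent / Signal: absorbance at 630 nm / Doses: one concentration, 20 µM, with 1.0% DMSO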
NRP1-CendR mod: modulators of CendR peptide binding to human neuropilin-1; inhibition, % at 25 µM; 0.85% of 360,000 active; FAM-RPARPAR peptide binding to NRP-1, fluorescence polarization;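 active = inhibition or corrected inhibition above about 18%, plus a signal ratio from 0.5 to 1.5, limit read from the data, passing the limit was not always enough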; also: strong numbers were not always called active
STEP block: inhibitors of human striatal-enriched phosphatase STEP; recombinant STEP, OMFP fluorogenic substrate, fluorescence; inhibition, % at 20 µM; P54829; 0.25% of 360,000 active;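 active = inhibition at 20 µM, scaled per plate between control wells, above about 37%, limit read from the data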;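 also: 0% = DMSO with enzyme and substrate and 100% = substrate only without enzyme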
Target sequence (P54829 whole entry, looked up): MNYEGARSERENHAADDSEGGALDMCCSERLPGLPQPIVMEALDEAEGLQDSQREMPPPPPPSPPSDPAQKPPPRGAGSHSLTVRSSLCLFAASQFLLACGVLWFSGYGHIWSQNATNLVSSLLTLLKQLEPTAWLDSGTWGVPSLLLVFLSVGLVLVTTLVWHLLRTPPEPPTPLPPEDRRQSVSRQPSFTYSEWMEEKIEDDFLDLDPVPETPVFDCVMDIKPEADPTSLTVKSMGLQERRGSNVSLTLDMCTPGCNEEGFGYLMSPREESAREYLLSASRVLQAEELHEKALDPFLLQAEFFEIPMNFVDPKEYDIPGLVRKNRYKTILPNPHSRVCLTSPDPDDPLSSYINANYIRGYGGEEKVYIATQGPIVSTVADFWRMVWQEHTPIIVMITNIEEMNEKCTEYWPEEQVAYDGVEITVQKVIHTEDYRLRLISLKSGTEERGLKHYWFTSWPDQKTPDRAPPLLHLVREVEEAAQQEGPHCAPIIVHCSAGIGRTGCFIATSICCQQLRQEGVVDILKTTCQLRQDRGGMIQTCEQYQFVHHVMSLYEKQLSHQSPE
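Measure: Control-normalized % inhibition with plate pattern correction | Test system: STEP phosphatase, cell-free reaction | Medium: pH 6.0 Bis-Tris with DTT and Tween 20 | Technique: Fluorescence, 480/540 nm | Times: Reaction 20 min, ambient temperature | Doses: Single compound dose of 20 µM, 1% DMSO final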
SUMO1 PPI mod: SUMO1-SIM interaction modulation; SUMO1 binding to a labelled peptide, TR-FRET, 1 h; inhibition, % at 20 µM; 0.33% of 360,000 active; AID 602429; in the data active = inhibition above about 37%
Target sequence (P63165 whole entry, looked up): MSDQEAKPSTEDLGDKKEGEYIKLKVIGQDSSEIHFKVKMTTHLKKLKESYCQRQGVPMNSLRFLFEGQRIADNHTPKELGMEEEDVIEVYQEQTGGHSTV
NadD block: inhibitors of Staphylococcus aureus NadD. purified NadD enzyme, colorimetric absorbance read-out. inhibition, % at 20 µM. 0.78% of 360,000 active; in the data active = inhibition above about 26%; also: some compounds past the cut are filed as inactive
SKN-1 inh: C. elegans SKN-1 inhibition | C. elegans VP596 Pgst-4::GFP/RFP ratio, acrylamide-induced, 24 h | inhibition, % at 21.8 µM | 0.49% of 360,000 active | AID 624304;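 active = interference check ratio from 0.5 to 1.5 plus GFP to RFP signal ratio inhibition reaching or exceeding a fixed threshold, cut at about 30% in these data, passing the limit was not always enough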; also: some compounds called inactive have numbers as strong as hits
LMPTP inh: LMPTP (human) inhibition; 0.22% of 360,000 active; AID 651560; inhibition, % at 20 µM; recombinant LMPTP-A, OMFP fluorogenic substrate, fluorescence intensity; P24666;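 active = compounds that cut the enzyme signal by at least half of the control window in the single-dose screen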;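 also: plate controls were DMSO wells with enzyme plus substrate for no effect and substrate without enzyme for full effect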
Target sequence (P24666 whole entry, looked up): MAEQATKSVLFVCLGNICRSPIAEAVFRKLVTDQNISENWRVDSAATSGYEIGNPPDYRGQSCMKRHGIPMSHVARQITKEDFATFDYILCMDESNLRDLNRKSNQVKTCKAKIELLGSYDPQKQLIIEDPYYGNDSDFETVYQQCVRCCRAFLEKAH
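Assay system: LMPTP-A, protein tyrosine phosphatase of low molecular weight / Medium: pH 6.0 Bis-Tris buffer with DTT and Triton X-100 / Schedule: 50 min enzyme reaction at room temperature, protected from light / Measured by: endpoint fluorescence intensity from OMFP dephosphorylation / Read-out basis: % inhibition relative to no-enzyme and uninhibited control wells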
DNMT1 block: inhibitors of human DNMT1. inhibition (reported as % activation of signal), % at 10 µM. P26358. DNMT1 molecular beacon, Hinp1I cleavage, fluorescence. AID 588458. 0.83% of 360,000 active; in the data active = inhibition above about 50%
MT1-MMP act inh: MT1-MMP (human) activation inhibition; HT1080 RFP-PRO-GFP cells, GFP/RFP ratio fluorescence, overnight; percent of plate control window, DMSO zero; GFP/RFP ratio change, % at 20 µM; 0.061% of 360,000 active; AID 651647;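 active = GFP/RFP ratio change of at least 30% with cell ATP level not reduced by more than half and red fluorescence within 50% of control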; also: strong numbers were not always called active
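system = RFP-PRO-GFP reporter HT1080 cells | dosing = 20 µM single dose, 1% DMSO | timing = overnight cell settling, then overnight compound exposure, 37 °C, 5% CO2 | read-out basis = GFP/RFP fluorescence ratio | controls = DMSO and RFP-L50D-GFP cell wells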
Rpn11 block: inhibitors of human proteasome Rpn11; 0.59% of 360,000 active; human 26S proteasome, Ub4-pepOG fluorescence polarization; 20S core pre-blocked with epoxomicin; O00487; calls only at 20 µM;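 active = inhibition at 20 µM, scaled to each plate's controls, above about 33%, limit read from the data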
An asterisk follows results filed as active; i = inactive; · = no result given.

SMILES	Scp-1 inhibitor	NRP1-CendR mod	STEP block	SUMO1 PPI mod	NadD block	SKN-1 inh	LMPTP inh	DNMT1 block	MT1-MMP act inh	Rpn11 block
COC(=O)C1=C(C)Nc2nc(SCc3ccccc3)[nH]c(=O)c2C1c1cccs1 (configuration not stated)	4	-18	4	1	9	-1	-0.3	3	0	i
COc1ccc(C2Nc3ccccc3C(=O)N2NS(=O)(=O)c2ccc(C)cc2)c(OC)c1 (configuration not stated)	-3	15	0	-12	3	8	2.8	-1	-1	i
NC(=O)c1ccsc1NC(=O)COC(=O)c1cnccn1	33	-19	-2	7	2	-19	22	9	8	i
COc1ccc(NC(=O)N(C)C[C@H]2OCCCC[C@@H](C)Oc3ccc(NC(=O)c4ccccc4)cc3C(=O)N([C@H](C)CO)C[C@@H]2C)cc1	·	-6	1	6	7	5	-0.3	-1	-1	i
OCc1cnc(SCc2ccccc2)n1Cc1ccccc1	1	-1	-4	-2	-12	4	1.2	-1	-3	i
CC(C)(C)NS(=O)(=O)CC12CCC(CC1=O)C2(C)C (configuration not stated)	4	5	0	-1	5	-4	-0.7	6	3	i
Cc1cccc(NC(=O)N2CCC(c3nc4ccccc4o3)CC2)c1	0	-1	1	2	-7	9	0.4	-6	4	i
CC(=O)Nc1cccc(Oc2ccc3c(c2)C(=O)N(CCC(=O)O)C3=O)c1	3	5	6	-5	-1	12	-2.6	3	5	i
O=C(CCS(=O)(=O)c1ccc(F)cc1)Nc1nc(-c2ccccn2)cs1	0	4	1	1	-3	-7	-0.5	1	-4	i
O=c1c2c([N+](=O)[O-])cc([N+](=O)[O-])cc2nc2ccccn12	9	4	1	-10	4	16	0.4	6	-5	i
CCC(=O)N=C1SC2CS(=O)(=O)CC2N1c1cccc(OC)c1 (configuration not stated)	-2	-5	1	4	2	-4	-0.6	3	2	i
CCOc1ccc(N(CC(N)=O)S(=O)(=O)c2ccc(F)cc2)cc1	-11	-5	-2	0	2	18	-0.5	0	3	i
COc1ccc(NC(=O)Cc2c(F)cccc2Cl)c(OC)c1	-10	-12	-2	2	-4	-6	0.6	-2	2	i
Cc1ccc(SCCC(=O)N/N=C/c2ccccc2O)cc1	-10	-4	-1	1	-1	-3	0.0	-2	4	i
CCOC(=O)c1ccc(NC(=O)CNC(=O)C23CC4CC(CC(C4)C2)C3)cc1	0	11	-2	0	-6	1	-1.1	-3	7	i
CCC1CCc2sc(C(=O)NCC(c3ccccc3OC)N3CCCC3)cc2C1 (configuration not stated)	3	5	4	-5	-1	-12	0.6	6	3	i
Cc1ccc(N2C(=O)N(CC(=O)Nc3ccc(F)c(F)c3)C(=O)C2C)cc1 (configuration not stated)	-12	-3	-1	-1	-4	-2	-0.2	1	4	i
CCN(C(=S)Nc1cccnc1)c1ccccc1	-6	7	4	0	-3	2	-1.1	2	4	i
Cc1ccc2[nH]c(=O)c(CN(Cc3cccs3)C(=S)NCC3CCCO3)cc2c1 (configuration not stated)	-5	-5	2	0	-1	8	0.4	0	-5	i
C=CCCN(Cc1ccccc1)S(=O)(=O)c1cc(Br)ccc1Br	-14	3	6	0	-1	5	3.7	3	0	i
CN(Cc1ccccc1)C(=O)Cn1c(=O)oc2cc(S(=O)(=O)N3CCCC3)ccc21	-10	-11	0	5	4	0	-1.8	4	-2	i
CCCn1c(COc2ccccc2)nc2ccccc21	-2	3	0	7	-5	-11	-0.1	-1	-2	i
Cc1ccc2c(COC(=O)c3ccccc3Br)cc(=O)oc2c1	-1	7	3	0	7	7	1.9	-2	2	i
O=C(NNC(=O)c1cc2ccccc2cc1O)Nc1ccc(F)cc1F	1	2	0	0	-4	-8	-1.2	-3	-3	i

Entries listed so far with a thiophene ring, fused or not:
SMILES	Scp-1 inhibitor	NRP1-CendR mod	STEP block	SUMO1 PPI mod	NadD block	SKN-1 inh	LMPTP inh	DNMT1 block	MT1-MMP act inh	Rpn11 block
COC(=O)C1=C(C)Nc2nc(SCc3ccccc3)[nH]c(=O)c2C1c1cccs1 (configuration not stated)	4	-18	4	1	9	-1	-0.3	3	0	i
NC(=O)c1ccsc1NC(=O)COC(=O)c1cnccn1	33	-19	-2	7	2	-19	22	9	8	i
CCC1CCc2sc(C(=O)NCC(c3ccccc3OC)N3CCCC3)cc2C1 (configuration not stated)	3	5	4	-5	-1	-12	0.6	6	3	i
Cc1ccc2[nH]c(=O)c(CN(Cc3cccs3)C(=S)NCC3CCCO3)cc2c1 (configuration not stated)	-5	-5	2	0	-1	8	0.4	0	-5	i

Next section.
SMILES	Scp-1 inhibitor	NRP1-CendR mod	STEP block	SUMO1 PPI mod	NadD block	SKN-1 inh	LMPTP inh	DNMT1 block	MT1-MMP act inh	Rpn11 block
O=C(NCc1ccccc1Cl)C1CCN(S(=O)(=O)N2CCOCC2)CC1	-7	8	-2	3	3	4	-1.5	0	-2	i
Cc1cccn2c(=O)c(/C=N/O)c(N3CCCCC3)nc12	-4	4	3	-5	1	9	-1.7	-3	-4	i
O=C(Nc1cccc2ncccc12)c1cc([N+](=O)[O-])ccc1Cl	-6	1	-1	-13	2	-6	-0.6	16	-14	i
COc1ccccc1Nc1nc(Cl)c(C=O)s1	-11	-138	-3	-16	-5	8	-0.5	0	-23	·
O=C(COC(=O)/C=C/c1ccc2c(c1)OCO2)NCc1ccccc1	0	-3	3	-10	4	-16	0.1	1	2	i
Nc1nc2c(ncn2[C@@H]2O[C@H](CNCc3ccc4ncccc4c3)[C@@H](O)[C@H]2O)c(=O)[nH]1	·	4	0	2	-3	2	-0.7	4	3	i
COc1ccc(NC(=O)CCN2CCC(C)CC2)cc1	5	-10	1	-2	5	-8	-1.3	1	0	i
Cc1ccc(C)c(C(O)c2ncc(-c3ccc(Cl)cc3)[nH]2)c1 (configuration not stated)	·	9	-2	0	-1	6	1.1	-1	4	i
N#Cc1nc(-c2cccs2)oc1N1CCN(c2ccccc2)CC1	-3	-3	-1	-6	-7	5	2.1	-7	0	i
CCc1ccc(C(=O)NNC(=O)c2c(CC)noc2C)cc1	-6	-2	-3	3	-4	5	-0.8	2	-5	i
O=C(O)Cn1nnnc1SCC(=O)Nc1ccc(F)cc1F	-5	16	-2	1	-1	6	0.2	0	2	i
O=C(COC(=O)CCC(=O)c1ccc(F)cc1)Nc1cccc(S(=O)(=O)N2CCOCC2)c1	-10	-2	1	-1	-3	-3	0.3	-1	-2	i
O=[N+]([O-])c1cccc(/C=C2\CCc3cnn(C4CCS(=O)(=O)C4)c32)c1 (configuration not stated)	·	2	0	-14	-2	9	2.4	7	-5	i
Cc1ccc(C)c(S(=O)(=O)N(C)C2(C)CCS(=O)(=O)C2)c1 (configuration not stated)	-11	-3	1	0	-3	6	-0.1	0	1	i
COc1ccc2[nH]c(C)c(CCNC(=S)Nc3ccccc3C)c2c1	9	-5	3	3	-2	9	-0.5	-3	7	i
CCOc1ccc(NC(=O)CS(=O)CC(=O)N(CC(=O)NC(C)(C)C)C2CCCC2)cc1 (configuration not stated)	-3	11	1	-1	-4	-2	-1.3	2	0	i
Cc1ccc(NC(=O)C(=O)NCCCN2CCOCC2)c(C)c1	-14	-4	0	-7	-9	-6	-1.6	0	4	i
O=C(COC(=O)CCc1nc2ccccc2c(=O)[nH]1)Nc1ccccc1	-1	-1	-1	1	2	13	2.1	-5	-3	i
CCOC(=O)CCCNC(=O)CSc1nc2ccc(OCC)cc2[nH]1	-4	-5	-1	1	-4	1	-2.3	-2	5	i
O=C(CCNC(=O)c1ccccc1Cl)Nc1ccccc1N1CCCC1	-9	3	-1	2	0	9	2.2	5	0	i
CC(C)c1ccccc1NC(=O)C1C2C=CC(C2)C1C(=O)O (configuration not stated)	5	0	0	5	-2	10	-1.2	1	0	i
Cc1ccc(N(C(=O)c2snc(C(N)=O)c2N)C(C(=O)NC2CCCC2)c2ccco2)cc1 (configuration not stated)	1	13	-6	-3	6	2	0.9	-3	2	i
COC(=O)C1CN(C(=O)C(C)Oc2ccc(C)c(C)c2)c2ccccc2O1 (configuration not stated)	-7	1	2	-2	-9	7	0.0	1	-2	i
COc1cc(OC)cc(C(=O)NCCN2CCOCC2)c1	8	5	0	-1	0	-29	-0.9	4	1	i
O=C(CCn1c(=S)[nH]c2ccccc2c1=O)NCCc1ccc(Cl)cc1	-2	13	4	2	2	-12	28	27	0	i
CC(=O)NNC(=O)CCC(=O)Nc1ccccc1	1	-1	0	0	-2	25	0.0	3	-1	i
COc1ccc(NC(=O)CN(C)C(=O)Cc2n[nH]c(=O)c3ccccc23)cc1	-3	2	0	2	8	28	-0.4	0	0	i
CC(=O)c1cccc(N/C=C\c2nnnn2-c2ccc(F)cc2)c1	-2	0	0	2	0	13	1.7	-2	-11	i
Cc1cc(C)nc(N2N=C(C(C)(C)C)CC2=O)n1	-8	7	0	1	-6	0	-1.2	-14	-5	i
CCN1CCN(Cc2c3ccccc3cc3ccccc23)CC1	-7	-4	-2	-22	-10	19	-4.4	12	1	i
COc1ccc(CN2C(=O)c3ccccc3C2c2nnnn2C(C)C)cc1OC (configuration not stated)	·	3	·	-3	0	-6	0.7	·	14	·
Cc1ccc(C(=O)Nc2nc(N)n(-c3ccccc3)n2)cc1	-4	3	-2	0	3	3	-0.8	1	0	i
COc1ccc(C)cc1NC(=O)COC(=O)c1ccc(OCc2ccc(Cl)cc2Cl)c(OC)c1	-3	-13	3	3	-2	6	3.3	5	3	i
CSc1ccc(S(=O)(=O)NCC(=O)OCC(=O)N2CCCC2=O)cc1[N+](=O)[O-]	5	-7	1	-36	-1	-9	0.3	4	-1	i
CC(=N\NC(=O)c1ccccc1)/C(=N/O)C(=O)Nc1ccccc1	-3	15	1	-8	4	1	-0.8	-3	5	i
CC(C)(C)OC(=O)C[C@@H]1C/C=C\C[C@@H](CC(=O)NCCO)C(=O)N2CCC[C@H]2COC1=O	-6	8	4	2	-3	5	1.1	2	1	i
CCCn1nc2cc(C(=O)NCc3ccc(OC(F)(F)F)cc3)ccc2c1OCC	4	19*	1	-10	0	62*	0.1	-2	7	i
CC1CCCCN1C(=O)COC(=O)C1CCN(S(=O)(=O)c2ccc3c(c2)OCCO3)CC1 (configuration not stated)	-3	1	0	1	-3	9	-0.9	0	2	i

Screening results from PubChem.
